# hcDAF12 agonist = H. contortus DAF-12 nuclear receptor activators, primary screen, cell-based, luminescence, HEK293, lit1-tk-luc reporter; HEK293 hcDAF-12 lit1-tk-luc reporter; 0% DMSO, 100% Δ7-dafachronic acid; activation, % at 6.8 µM; actives 1.4% (n = 370,000); AID 652067, 2013;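 active means activation above the mean of all tested compounds plus 3 SD, cut at about 5.5% in these data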;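 further: 100% = response to 3 µM Δ7-dafachronic acid high control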
# SMARCA2 activ = SMARCA2 (BRM) function activators, primary screen, cell-based, luminescence, high throughput | MG213 cells, MMTV-luciferase reporter, dexamethasone, overnight | activation, % at 9.1 µM | actives 1% (n = 370,000) | AID 652017, 2013; in the data active means activation above about 7.8%;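 further: 0% = vehicle wells and 100% = reference activator wells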
# ADAM10 inh = human ADAM10 inhibitors, primary screen, biochemical, QFRET, HTS. actives 0.62% (n = 370,000). Disintegrin and metalloproteinase domain-containing protein 10 (Homo sapiens), O14672. inhibition, % at 7 µM. recombinant ADAM10, EDANS/DABCYL FRET peptide cleavage, 3 h;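 active means inhibition above a per-campaign cutoff equal to the mean of compounds falling between control-based bounds plus 3 SD, cut at about 20% in these data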;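 further: 0% = DMSO wells while the 100% control is not disclosed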
# PG9 binder = binders of HIV-1 gp120 antibody PG9, primary screen, biochemical, TR-FRET; HIV-1 gp120 / PG9 antibody interaction; TR-FRET gp120-PG9 antibody binding; inhibition, % at 6.7 µM; actives 0.43% (n = 360,000); in the data active means inhibition above about 8.5%
# NPR1 activator = GC-A stimulated cGMP production enhancers – HEK293 GC-A cells, cGMP TR-FRET, EC30 ANP, primary screen; Atrial natriuretic peptide receptor 1 (Homo sapiens), P16066; 0% at EC30 ANP, 100% saturating ANP; activation, % at 10 µM; actives 0.14% (n = 370,000); in the data active means activation above about 40%
# Target sequence (P16066 whole entry, looked up): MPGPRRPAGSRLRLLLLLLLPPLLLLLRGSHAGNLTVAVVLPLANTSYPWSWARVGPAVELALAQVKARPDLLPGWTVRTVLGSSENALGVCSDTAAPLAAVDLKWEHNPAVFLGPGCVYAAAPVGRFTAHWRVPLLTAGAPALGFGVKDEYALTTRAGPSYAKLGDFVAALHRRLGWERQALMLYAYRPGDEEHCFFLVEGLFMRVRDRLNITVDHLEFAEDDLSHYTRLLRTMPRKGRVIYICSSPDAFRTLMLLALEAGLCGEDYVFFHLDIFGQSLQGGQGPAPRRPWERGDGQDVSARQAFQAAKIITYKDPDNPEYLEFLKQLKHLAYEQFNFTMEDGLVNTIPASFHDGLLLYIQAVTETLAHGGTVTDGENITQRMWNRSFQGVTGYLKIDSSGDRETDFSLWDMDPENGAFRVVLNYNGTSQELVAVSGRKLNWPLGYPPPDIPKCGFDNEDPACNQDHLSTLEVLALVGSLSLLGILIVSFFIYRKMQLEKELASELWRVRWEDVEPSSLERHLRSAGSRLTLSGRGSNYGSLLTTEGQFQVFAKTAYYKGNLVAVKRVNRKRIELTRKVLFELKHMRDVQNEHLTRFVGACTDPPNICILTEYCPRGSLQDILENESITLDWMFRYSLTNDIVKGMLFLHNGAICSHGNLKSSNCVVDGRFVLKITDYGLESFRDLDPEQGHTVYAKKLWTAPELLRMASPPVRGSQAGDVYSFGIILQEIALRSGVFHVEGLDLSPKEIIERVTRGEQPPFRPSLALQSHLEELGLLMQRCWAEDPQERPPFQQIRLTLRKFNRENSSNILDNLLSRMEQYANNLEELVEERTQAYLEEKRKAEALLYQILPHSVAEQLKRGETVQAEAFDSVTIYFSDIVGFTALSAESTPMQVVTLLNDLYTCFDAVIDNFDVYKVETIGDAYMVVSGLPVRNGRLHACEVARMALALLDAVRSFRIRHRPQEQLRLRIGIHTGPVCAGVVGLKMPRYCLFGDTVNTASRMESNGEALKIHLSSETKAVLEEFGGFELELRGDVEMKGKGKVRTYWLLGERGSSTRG
# ADAM17 inh = ADAM17 inhibitors, primary screen, biochemical, QFRET. recombinant ADAM17, EDANS/DABCYL FRET peptide cleavage. inhibition, % at 6.95 µM. actives 0.83% (n = 370,000). AID 720648, 2013;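 active means inhibition above the mean of compounds lying between control limits plus 3 SD, set per campaign, cut at about 8.5% in these data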;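 further: 0% = DMSO-only wells as the low control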
# DAX1 inh-1 = DAX1 (NR0B1) inhibitors on StAR promoter, primary screen, cell-based, luminescence, SF-1 (NR5A1), full-length DAX-1; inhibition, % at 6.8 µM; actives 1.1% (n = 370,000); AID 652010, 2013; HEK293T StAR-luciferase reporter, SF-1/DAX-1 repression relief;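 active means inhibition above the mean over all tested compounds plus 3 SD, cut at about 3.6% in these data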;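 further: 0% = DAX-1 cells with DMSO and 100% = cells lacking DAX-1 with DMSO; higher inhibition means more luminescence from relief of DAX-1 repression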
# GAA850 FXN act = FXN promoter activators, primary screen, cell-based, luciferase luminescence, HEK293 lucGAA850; HEK293 lucGAA850 FXN promoter luciferase reporter, 24 h; percent of 10 µM SAHA response; activation, % at 6 µM; actives 0.56% (n = 360,000);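 active means activation above the average of all compounds screened plus 3 SD, cutoff fixed separately per campaign, cut at about 7.5% in these data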;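 further: 0% = DMSO wells and 100% = 10 µM SAHA wells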
# DAX1 inh-2 = DAX1 (NR0B1) inhibitors, primary screen, cell-based, HEK293, Gal4-DAX1, luciferase luminescence; AID 504766, 2011; HEK293 Gal4-DAX1 luciferase reporter; inhibition, % at 6.75 µM; Nuclear receptor subfamily 0 group B member 1 (Homo sapiens), P51843; actives 0.99% (n = 340,000);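 active means inhibition above the mean over all tested compounds plus 3 SD, cut at about 4.2% in these data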;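 further: 0% = DAX1-transfected cells with DMSO and 100% = empty-vector control cells with DMSO; inhibition shows as a rise in luminescence from relieved DAX1 repression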
# ssDAF-12 act = S. stercoralis DAF-12 nuclear receptor activators, primary screen, cell-based, luminescence, HEK293, GRIP1 co-expression, lit1-tk-luc. AID 652126, 2013. activation, % at 6.8 µM. HEK293 ssDAF-12/GRIP1 lit1-tk-luc reporter; % of 3 µM dafachronic acid response. Nuclear hormone receptor DAF-12 (Strongyloides stercoralis). actives 1% (n = 370,000);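 active means activation above the mean over all tested compounds plus 3 SD, cut at about 0.9% in these data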;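 further: 0% = DMSO-only wells and 100% = 3 µM delta7-dafachronic acid wells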
# hgDAF-12 ag = H. glycines DAF-12 receptor agonists, primary screen, cell-based, luminescence, HEK293, GAL4 fusion, UAS-luciferase; Nuclear hormone receptor DAF-12 (Heterodera glycines), GAL4 fusion; HEK293 GAL4-hgDAF12 UAS-luciferase reporter, agonist luminescence; normalized to butyrate control; activation, % at 6.8 µM; actives 1.8% (n = 370,000); AID 687014, 2013;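 active means activation above a cutoff set at the mean of all screened compounds plus 3 SD, cut at about 10% in these data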;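 further: 0% = DMSO wells and 100% = sodium butyrate wells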
# * hit, by the source's call; nt = no result given.
# Results follow in this order: ADAM17 inh	hgDAF-12 ag	NPR1 activator	PG9 binder	GAA850 FXN act	hcDAF12 agonist	DAX1 inh-1	SMARCA2 activ	ssDAF-12 act	DAX1 inh-2	ADAM10 inh
> O=C(NCc1ccncc1)C(=O)N/N=C/c1ccccc1OCc1ccccc1
    2.0	-1.3	-3.7	0.3	-0.3	0.2	0.9	-5.2	-0.8	0.4	3.6
> Cc1ccc(CNC(=O)CCSCc2ccccc2F)cc1
    -2.6	-1.5	2.7	-0.2	-0.1	0.1	0.4	0.8	-1.1	1.3	-3.9
> COCOCCn1cc(CN2CCS(=O)(=O)N(Cc3ccc(-c4ccc(OC)cc4)cc3)C(CC(C)C)C2=O)nn1 (configuration not stated)
    5.8	-1.7	-3.2	-0.3	0.7	-2.5	-1.5	-0.4	-1.4	-0.2	15.1
> Cc1ccc(COc2ccc(C(=O)NN)cc2)cc1
    -3.4	0.6	3.4	-0.5	2.3	1.2	-0.5	-2.8	-0.6	-0.3	-1.0
> OC[C@@H]1CN(Cc2cccnc2)C[C@H](n2cnc3c(NC4CCCC4)ncnc32)O1
    -5.1	-1.5	-1.2	-2.1	-1.3	-0.5	0.5	-3.3	-0.2	nt	-18.2
> NC(N)=NN=C(c1ccc(F)cc1)c1ccc(C(F)(F)F)cc1
    1.0	-5.4	-17.6	-1.9	-1.6	-0.1	1.6	2.5	-0.2	1.2	2.4
> O=C(Nc1cc(-c2nc3ncccc3o2)ccc1Cl)c1ccc([N+](=O)[O-])o1
    1.3	0.9	-2.4	-0.9	-1.7	-0.3	-0.1	3.0	-0.8	1.5	4.5
> CCOc1cccc(OCCCCN2CCOCC2)c1
    -1.6	0.3	4.0	4.1	-0.6	-1.6	0.5	0.3	-0.4	0.5	-2.8
> Cc1ccc(C)c(Oc2cc(F)nc(N)n2)c1
    -3.0	-0.6	3.4	-0.5	0.2	-0.5	-0.6	-1.8	-1.2	-0.4	-0.1
> O=C(Nc1nc(-c2cccs2)c(-c2ccccc2)s1)c1ccco1
    -5.1	-1.9	-2.7	-1.4	-0.1	-2.2	0.1	-0.7	-1.1	0.0	-22.6
> Cc1cc(N/C(=N\S(=O)(=O)c2ccc(Cl)cc2)c2ccc(F)cc2)no1
    -1.7	1.8	2.3	0.5	-0.2	-0.4	0.0	0.0	-1.0	-0.6	-5.4
> Cc1cc(C(=O)N2CCN(S(C)(=O)=O)CC2)sc1-c1ccccc1
    -2.9	-1.8	19.9	-0.2	-3.7	1.4	-0.3	-1.5	-1.2	1.1	-5.1
> O=C(NCC(c1cccnc1)N1CCN(c2ccccc2)CC1)OCc1ccccc1 (configuration not stated)
    0.0	-0.7	6.1	0.3	-2.5	-1.4	-0.7	0.0	-1.3	1.2	8.9
> O=C1NC(c2ccccc2)Cc2ccncc21 (configuration not stated)
    -4.4	-8.0	-0.4	-0.1	0.3	0.1	-6.8	3.3	-1.2	-0.3	-14.4
> O=C(COc1ccc2c3c(c(=O)oc2c1)CCCC3)N1CCN(c2ccc(F)cc2)CC1
    -3.1	-0.4	0.5	-0.3	1.0	-0.3	0.3	-2.3	-1.3	1.1	-1.1
> COc1ccc(CC(=O)NCc2ccccn2)cc1OC
    -5.4	0.6	6.7	0.2	-2.2	2.2	-0.2	0.5	-0.7	-0.3	0.7
> O=C(CSCc1ccc(Cl)cc1)Nc1ccc(-c2nnc(-c3ccccc3)o2)cc1
    6.7	-0.9	-11.0	-0.7	-0.5	0.0	0.9	-0.6	-1.4	0.0	5.1
> CC1CCN(S(=O)(=O)CCNC(=O)c2ccc3c(c2)OCO3)CC1
    -7.5	1.0	-0.6	0.4	1.6	0.0	0.9	-2.9	-0.4	1.0	-6.9
> C=CCC(CC=C)(C(=O)O)c1ccccc1
    -3.3	-1.0	2.1	-1.6	-0.5	-0.5	0.6	0.6	-1.0	-0.6	-5.6
> Cc1nc(=O)c(-c2ccccc2)c(C)n1-c1ccccc1
    -0.6	-0.5	-1.6	-2.3	-2.0	-2.1	-0.1	-0.1	-1.5	1.0	15.2

# Single records (already shown). Screens in order: ADAM17 inh	hgDAF-12 ag	NPR1 activator	PG9 binder	GAA850 FXN act	hcDAF12 agonist	DAX1 inh-1	SMARCA2 activ	ssDAF-12 act	DAX1 inh-2	ADAM10 inh
# O=C(Nc1cc(-c2nc3ncccc3o2)ccc1Cl)c1ccc([N+](=O)[O-])o1 is listed with 1.3	0.9	-2.4	-0.9	-1.7	-0.3	-0.1	3.0	-0.8	1.5	4.5
# CC1CCN(S(=O)(=O)CCNC(=O)c2ccc3c(c2)OCO3)CC1 is listed with -7.5	1.0	-0.6	0.4	1.6	0.0	0.9	-2.9	-0.4	1.0	-6.9

# (listing goes on)
# Results follow in this order: ADAM17 inh	hgDAF-12 ag	NPR1 activator	PG9 binder	GAA850 FXN act	hcDAF12 agonist	DAX1 inh-1	SMARCA2 activ	ssDAF-12 act	DAX1 inh-2	ADAM10 inh
> O=C(N/N=C/c1ccc(N2CCOCC2)c([N+](=O)[O-])c1)c1ccc(F)cc1
    -3.0	0.1	6.4	1.7	-0.5	-2.5	0.3	-0.7	-0.9	0.1	-2.7
> O=C1CCC(OCc2ccccc2)CCN1[C@H](CSc1ccccc1)Cc1ccccc1 (some centres not stated)
    1.8	-1.6	0.3	2.5	nt	-0.7	-1.0	-2.0	-0.6	nt	-5.0
> CCCNC(=O)C1CCN(S(=O)(=O)c2ccc3[nH]c(=O)ccc3c2)CC1
    -4.4	0.6	0.3	-1.1	1.4	0.4	-1.5	0.1	-0.1	0.5	-17.8
> O=C(COC(=O)c1ccc(F)cc1F)NC(=O)Nc1ccc2c(c1)OCCO2
    -3.4	2.4	-1.8	0.9	-0.4	0.9	-0.8	-0.3	-1.0	1.3	-6.5
> COc1cc(-c2ccc(NC(=O)c3ccc(C)cc3)c(OC)c2)ccc1NC(=O)c1ccc(C)cc1
    -4.4	3.0	1.6	0.5	1.0	-0.8	-0.1	0.9	-1.5	-0.7	-6.2
> Cn1c(=O)cc(N2CCOCC2)[nH]c1=O
    0.1	0.0	3.0	-3.8	-0.4	-1.9	-0.3	-1.2	-0.7	0.9	-3.5
> COc1ccc(N2C(=O)C3CCCN3C2c2ccccc2Cl)cc1 (configuration not stated)
    3.5	1.3	-3.9	0.7	1.6	0.1	0.1	2.0	-1.4	0.9	-6.6
> COc1c(Br)cc(Br)cc1/C=N/NC(=O)c1ccncc1
    0.0	3.2	-4.6	0.3	-1.0	-1.5	0.1	-0.5	-1.3	-1.4	2.8
> COC(=O)c1c(-c2ccccc2)csc1NC(=O)c1c(-c2ccccc2)noc1C
    1.9	-8.0	3.9	-1.5	-11.1	-4.6	0.7	-1.3	-1.8	-2.9	-0.7
> CCOC(=O)C1CCN(C(=O)COc2ccc(S(=O)(=O)NC(C)C)cc2)CC1
    1.3	0.1	3.9	0.0	-2.9	-2.0	-0.2	2.1	-1.9	0.0	1.3
> Cc1ccc(-n2c(SCC(=O)OC(C)C)nnc2-c2ccco2)cc1
    -2.4	-0.5	-0.7	-0.5	0.8	-1.3	-0.2	0.9	-1.1	0.1	0.7
> CCOC(=O)C1=C(N)Oc2ccc3ccccc3c2C1c1ccc(O)c(OC)c1 (configuration not stated)
    1.7	-2.2	-21.6	-0.9	0.9	-1.9	-0.1	-1.5	-1.0	0.3	14.6
> Cc1ccc(CNC(=O)CCc2nnc(Cc3ccc(-c4ccccc4)cc3)o2)o1
    -1.1	-1.2	-1.9	-0.9	1.1	-0.4	-0.3	-1.1	-1.0	-0.1	-3.5
> COc1ccc(-c2nc(SCC(=O)Nc3nccs3)c(-c3ccc(Cl)cc3)[nH]2)cc1
    0.9	1.8	-12.8	-0.1	-6.9	-0.7	0.2	-1.5	-1.2	-0.1	-6.2
> CC(C)CNc1c(N)c(=O)oc2ccccc12
    -3.1	-1.8	-10.7	-8.5	0.0	-0.1	-0.1	2.4	-0.7	-0.5	-9.1
> C/C(Cc1ccccc1)=N\NC(=O)CNC(=O)COc1ccccc1
    -2.0	-1.3	3.9	1.5	0.5	-0.6	-0.2	-5.2	-1.0	-0.7	-7.6
> C=CCN(CC=C)CCCOc1ccccc1C(=O)OC
    -2.5	-2.6	-3.6	1.7	1.3	-0.6	0.2	-1.9	-0.7	-1.1	0.4
> Cc1ccc(S(=O)(=O)NC(=O)C2(C)CCN2C(=O)c2ccccc2CCc2ccccc2)cc1 (configuration not stated)
    -3.6	0.1	3.0	-0.8	0.9	-1.2	0.1	-0.6	-0.9	nt	-10.2
> CCN(CC)C(=O)C1=C(C)N(Cc2ccc(C(C)(C)C)cc2)C(=O)C(CC(=O)NC(c2ccccc2)c2ccccc2)C1 (configuration not stated)
    9.3*	-0.9	-3.3	1.1	-0.7	-1.0	-1.3	-5.4	-0.8	0.8	4.6
> CN(CCCN1CCOCC1)C(=O)c1cc(COc2ccc(F)cc2F)on1
    -1.7	-1.5	6.5	0.6	0.5	-0.1	0.1	-2.0	-0.5	0.9	1.3
> Cc1cc(C)n(CCNS(=O)(=O)c2ccccc2)n1
    2.7	-0.7	0.5	1.1	0.6	2.5	0.3	-1.2	-1.3	-0.6	-3.7
> O=C(Oc1c(-c2ccccc2Cl)oc2ccccc2c1=O)c1ccc(Cl)cc1
    5.2	1.2	-11.6	1.9	5.1	-4.4	-0.6	0.7	-1.8	-0.1	7.1
> Cc1cc(=O)n2c(C(=O)Nc3ccc(C(=O)OC(C)C)cc3)c(C(=O)Nc3ccccc3)sc2n1
    -3.6	1.3	4.3	12.2*	-0.3	-0.7	-1.0	-1.2	-0.6	-0.1	3.7

# 5 of the entries above in order of the DAX1 inh-1 value, rising:
Structure | DAX1 inh-1
Cc1cc(=O)n2c(C(=O)Nc3ccc(C(=O)OC(C)C)cc3)c(C(=O)Nc3ccccc3)sc2n1 | -1.0
O=C(Oc1c(-c2ccccc2Cl)oc2ccccc2c1=O)c1ccc(Cl)cc1 | -0.6
CCOC(=O)C1CCN(C(=O)COc2ccc(S(=O)(=O)NC(C)C)cc2)CC1 | -0.2
O=C(N/N=C/c1ccc(N2CCOCC2)c([N+](=O)[O-])c1)c1ccc(F)cc1 | 0.3
COC(=O)c1c(-c2ccccc2)csc1NC(=O)c1c(-c2ccccc2)noc1C | 0.7

# Screening results from PubChem.
